ABCB6 inh MLPCN – human ABCB6 transporter inhibition. fluorescence ratio to DMSO, % at 10 µM. K562-ABCB6 porphyrin accumulation, flow cytometry, 1 h; stronger effect = lower value. AID 602162. Q9NP58. hit rate 0.19% among 360,000;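 active = fluorescence ratio to DMSO below 75%, the collection mean minus 3 SD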;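 also: signal is porphyrin accumulated inside mitochondria; 100% equals median channel fluorescence of DMSO control wells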
aDG glyco up – alpha-DG glycosylation activation | activation, % at 10 µM | Pro5-aDG cells, alpha-DG glycosylation AlphaScreen (IIH6); 0% Pro5, 100% B10-LARGE cell signal | hit rate 0.22% among 360,000;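 active = activation of at least 8% versus controls, or a plate z-score of at least 8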;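 also: Pro5 are CHO cells carrying HIG-tagged alpha-DG that lacks glycosylation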
H9c2 protect – protects H9c2 cardiomyocytes from peroxide injury; hit rate 0.63% among 360,000; AID 588492; H2O2 injury protection, ATPLite, 2 h; protection from H2O2 cell death, % at 20 µM;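 active = compounds giving at least 50% protection of heart cells from peroxide-induced death in the single-dose screen, raw or plate-pattern-corrected value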;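 also: 0% = DMSO wells with peroxide and 100% = DMSO wells without peroxide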
CaV13 ICDI inh – Primary screen for inhibitors of IQ motif and Ca2+-dependent inactivation inhibitor domain binding in CACNA1D, Förster resonance energy transfer in living cells, …; HEK cells, CFP/YFP FRET ICDI-IQ, plate reader, 10 min; percent FRET-ratio fall versus neutral wells; inhibition, % at 12.3 µM; hit rate 0.098% among 340,000;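 active = mean replicate inhibition of at least 30% and at least 1% of replicates passing that level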;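 also: 0% = median of the neutral control wells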
PDI turbidity – PDI (human) enzyme inhibition; P07237; PDI insulin aggregation turbidity, A650, 90 min; inhibition, % at 10 µM; hit rate 0.052% among 350,000;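 active = mean inhibition across replicates of 30% or more, whatever share of single replicates reach that level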;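 also: absorbance from insulin aggregation driven by PDI reduction with DTT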
Target sequence (P07237 whole entry, looked up): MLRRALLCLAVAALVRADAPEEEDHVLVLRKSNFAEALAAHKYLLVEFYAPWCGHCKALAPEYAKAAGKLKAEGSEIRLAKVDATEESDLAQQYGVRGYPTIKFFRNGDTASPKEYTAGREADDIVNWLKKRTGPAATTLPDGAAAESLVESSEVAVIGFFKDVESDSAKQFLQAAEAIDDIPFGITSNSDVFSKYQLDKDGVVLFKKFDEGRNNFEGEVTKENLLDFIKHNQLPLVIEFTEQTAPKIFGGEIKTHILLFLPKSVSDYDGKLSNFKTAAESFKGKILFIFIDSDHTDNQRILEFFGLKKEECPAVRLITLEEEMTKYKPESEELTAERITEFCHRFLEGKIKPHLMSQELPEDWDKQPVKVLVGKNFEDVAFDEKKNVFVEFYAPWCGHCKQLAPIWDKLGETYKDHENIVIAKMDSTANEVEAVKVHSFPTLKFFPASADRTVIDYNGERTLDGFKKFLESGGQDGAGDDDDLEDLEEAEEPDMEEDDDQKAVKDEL
MC4R antagonist – human MC4R antagonism in cAMP assay. MC4R-expressing cells, MTII-stimulated cAMP, LANCE TR-FRET. AID 540295. hit rate 0.48% among 360,000. P32245. inhibition, % at 6.5 µM;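 active = inhibition above its plate's cutoff, the mean of tested wells on that plate plus 3 SD, cut at about 29% in these data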;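 also: 0% = Melanotan II alone and 100% = Melanotan II plus saturating MCL0020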
Target sequence (P32245 whole entry, looked up): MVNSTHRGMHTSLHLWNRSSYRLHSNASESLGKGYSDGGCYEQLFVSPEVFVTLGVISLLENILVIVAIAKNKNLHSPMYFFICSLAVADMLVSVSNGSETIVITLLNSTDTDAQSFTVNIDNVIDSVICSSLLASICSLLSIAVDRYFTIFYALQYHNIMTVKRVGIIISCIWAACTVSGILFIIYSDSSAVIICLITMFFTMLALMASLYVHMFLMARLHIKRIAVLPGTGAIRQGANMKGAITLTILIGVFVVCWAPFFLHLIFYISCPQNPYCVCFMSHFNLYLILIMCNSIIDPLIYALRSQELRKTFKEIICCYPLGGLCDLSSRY
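Material: U2OS-MC4R stable cell line | Reagent: Melanotan II challenge after compound preincubation | Doses: One concentration, 6.5 µM nominal | Incubation: 30-min compound preincubation, 1-h Melanotan II challenge, 1-h detection, room temperature | Signal: TR-FRET cAMP assay | Replicates: One well per compound, no replicates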
Vif imaging – inhibitors of HIV Vif; HEK293T cells, Vif self-association by quenched fluorescence, imaging, 24 h; inhibition, % at 7.49 µM; hit rate 0.35% among 340,000; AID 602346; in the data active = inhibition above about 50%, passing the limit was not always enough; also: some results filed as inactive read as strong as hits
Glyco luc inh – blocks N-linked glycosylation in D54 reporter cells; D54 ERlucT glycosylation luciferase reporter, 24 h; percent of 100 nM tunicamycin response; reporter increase, % at 12.5 µM; hit rate 0.23% among 360,000;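 active = mean luciferase reporter signal, scaled so untreated is 0 and the glycosylation-blocking control 100, at or above a set limit in every replicate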;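 also: luciferase carries N-glycosylation sites so blocking glycosylation raises the light; 0% = median of neutral control wells and 100% = median of 100 nM tunicamycin wells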
HTR2A ag – mouse HTR2A agonism via beta-arrestin recruitment; P35363; CHO-K1 mHTR2A beta-arrestin complementation, luminescence; percent of 30 µM serotonin response; activation, % at 7.6 µM; hit rate 0.66% among 360,000;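 active = activation above a run cutoff, the mean activation of all tested compounds plus 3 SD, cut at about 14% in these data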;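 also: 0% = plate median of compound wells and 100% = 30 µM serotonin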
MC4R barr agon – human MC4R agonism via beta-arrestin. P32245. U2OS MC4R beta-arrestin complementation, luminescence; percent of melanotan II response, DMSO zero. activation, % at 8.9 µM. hit rate 0.98% among 360,000;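 active = activation above a per-plate cutoff, the mean activation of sample wells on that plate plus 3 SD, cut at about 8% in these data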
Starred values were filed as active, the others as inactive; x = no result given.

SMILES	ABCB6 inh MLPCN	aDG glyco up	H9c2 protect	CaV13 ICDI inh	PDI turbidity	MC4R antagonist	Vif imaging	Glyco luc inh	HTR2A ag	MC4R barr agon
C/C(=N\OCC(=O)Nc1ccccc1C(=O)O)c1cccs1	94	-0.1	-6	-5	7	1	-5	0	-1	-1.1
CCn1ccnc1CN(C)Cc1c(C(=O)N2CCCCCCC2)nc2ccc(Cl)cn12	88	0.0	2	-10	-5	1	0	0	6	-2.9
CCS(=O)(=O)c1nc(S(=O)(=O)c2ccc(Cl)cc2)c(NCc2ccco2)s1	99	0.3	6	-15	0	13	-4	1	1	-1.5
O=C(CCSc1ccccc1Cl)NNC(=O)c1ccncc1	101	0.0	-1	-6	13	-4	3	-1	9	-1.0
CC(=O)c1cn(CC(=O)Nc2cccc(C)c2C)c2ccccc12	97	1.2	-15	-20	3	6	-13	2	3	-0.2
c1ccc(CC2CCN(Cc3ccccn3)CC2)cc1	96	0.1	-1	0	3	8	-1	-3	-7	-4.1
CCOC(=O)c1c(C)[nH]c(C)c1S(=O)(=O)N(C)Cc1ccco1	97	-0.2	-6	-5	-1	7	-2	1	-3	-2.2
Cn1c(SCc2nc3ccccc3[nH]2)nnc1-c1cccs1	92	-0.2	10	-8	-5	-3	-7	1	0	0.7
Clc1cccc(Oc2ncc(CN3CCOCC3)s2)c1	83	-0.1	4	-7	3	-1	-4	0	-3	-0.6
COc1cccc(NC(=O)C2CCN(C(=O)[C@@H]3Cc4ccccc4CN3)CC2)c1	98	0.0	3	-3	-4	-7	-6	0	-2	0.3
C1CCC2(CC1)OCC1(CO2)COC2(CCCCC2)OC1	99	0.2	0	-6	5	4	-10	2	-2	0.8
O=C(N/N=C/c1cc([N+](=O)[O-])ccc1O)c1ccc(COc2ccc3c(c2)CCC3)o1	105	0.4	44	-7	2	13	7	-12	0	-1.5
COc1ccc(OC)c(NC(=O)Nc2c(O)ccc3ccccc23)c1	102	0.7	0	-19	2	4	-5	3	-3	-0.3
COc1ccc(N=C2CC(C)(C)CC(=O)/C2=C(/O)c2ccccc2)cc1	91	-0.1	8	-5	-10	12	-1	2	4	0.4
CCC(=O)N1CCc2cc(Br)cc(S(=O)(=O)NCc3ccccc3OC)c21	97	0.0	1	-3	2	5	2	2	-11	2.8
Cc1ccc(NC(=O)C(OC(=O)c2ccc(NC(N)=O)cc2)c2ccccc2)cc1Cl (stereo unspecified)	106	-0.1	15	-3	-1	8	0	-2	-7	-1.1
O=C(NC1CCCCC1)c1cc(C2CC2)nn1-c1ccccc1	99	0.0	-1	-6	0	-1	x	0	-5	-2.0
O=C(Nc1ccc(N2CCOCC2)cc1)c1ccc(S(=O)(=O)N2CCCCC2)cc1	97	-0.1	5	x	2	2	-6	1	1	0.8
COc1ccccc1NS(=O)(=O)c1cc2c3c(c1)CC(=O)N3CCC2	99	-0.1	-8	-3	-1	6	28	-1	5	2.1
CCC(=O)c1ccc(OCC(=O)OCC(=O)N(C)CC(=O)Nc2ccc(F)cc2)cc1	95	0.0	-3	-6	-15	23	-10	2	-3	-2.6
Cc1cc(CSc2nc(C)cc(=O)[nH]2)c2ncccc2c1	98	2.1	8	-3	-13	-16	-4	1	16*	-3.5
Cc1ccc(C)c(NC(=O)C2CCCN2C(=O)NC2CCCCC2)c1 (stereo unspecified)	101	0.3	-5	-6	-2	19	-5	1	-1	4.3
CC(C)CC1C(=O)N(Cc2cn(CC3CCCCC3)nn2)CCS(=O)(=O)N1Cc1ccc(-c2ccncc2)cc1 (stereo unspecified)	101	1.5	8	-3	-13	4	-6	6	2	0.5
COc1ccccc1S(=O)(=O)N(C)C[C@H]1OCc2cn(nn2)CCCC(=O)N([C@H](C)CO)C[C@@H]1C	99	0.2	7	-9	-17	7	3	1	-2	-1.0
CC(C)=CCCC(C)CN1CCC(n2nccc2NC(=O)c2ccccc2)CC1 (stereo unspecified)	94	-0.1	-1	-5	11	-4	-9	-2	-2	-0.9
O=C(CN(Cc1ccccc1F)S(=O)(=O)c1ccc(Cl)cc1)NCCCO	101	0.1	1	-4	x	6	-1	-2	-4	-1.0
O=C(CSc1nc2ccccc2n1Cc1ccccc1)N/N=C/c1ccco1	99	-0.2	-6	-9	4	-2	-4	-3	-1	-0.1
COc1ccccc1N1CCN(CCCCOc2ccc(F)cc2)CC1	101	-0.2	8	-5	-1	3	x	1	-7	2.3
O=c1onc(-c2ccc(Cl)cc2)n1Cc1ccc(F)cc1	96	0.1	-8	-3	7	8	11	-1	1	-3.4
CC1Cc2ccccc2N1C(=O)Cn1cnc2ccccc2c1=O (stereo unspecified)	94	-0.1	-23	x	-1	3	-11	-1	-2	-1.8

Other results:
SMILES	ABCB6 inh MLPCN	aDG glyco up	H9c2 protect	CaV13 ICDI inh	PDI turbidity	MC4R antagonist	Vif imaging	Glyco luc inh	HTR2A ag	MC4R barr agon
C=CCSCC1Nc2cc(Cl)c(S(N)(=O)=O)cc2S(=O)(=O)N1 (stereo unspecified)	103	0.0	-10	-5	-3	-1	-2	0	8	-1.0
O=C(N/C(=C\c1ccc(F)cc1)C(=O)N1CCOCC1)c1ccccc1	92	-0.1	0	-3	-3	8	-2	-1	3	-0.7
CCCn1nc(C(=O)Nc2ccc3nc(C)sc3c2)c2ccccc2c1=O	103	1.0	40	-5	-5	8	x	-6	-3	-0.4
O=c1nc(-c2ccccc2)cc(C(F)(F)F)[nH]1	97	0.8	7	-6	6	9	-1	2	-2	-2.1
COc1ccc(NC(=S)NNC(=O)c2ccco2)c(OC)c1	95	-0.3	0	-6	-6	4	x	1	8	-2.1
Cc1ccc(S(=O)(=O)NCc2ccc3c(c2)OCO3)cc1C	94	0.1	-4	0	-7	1	-6	0	0	1.9
CCCCCCCCS(=O)c1sc2nc3c(cc2c1N)CCCC3 (stereo unspecified)	97	0.0	-7	-6	-1	5	-5	-2	-1	-0.7
C(=N\n1cnnc1)/c1ccccn1	94	-0.2	1	-3	-2	7	10	-1	4	-2.1
CC1CC(C)CN(CC(C)(C)NS(=O)(=O)c2ccccc2)C1 (stereo unspecified)	98	-0.2	-1	x	-1	-4	-2	0	2	-0.1
CCN1CCN(CCCNc2ncnc3nc[nH]c23)CC1	99	0.1	7	-5	20	13	0	2	5	0.8
CC(C)c1ccc(NC2CCCN(C(=O)c3ccncc3)C2)cc1 (stereo unspecified)	96	0.2	-5	-4	-5	-7	x	1	-1	-0.7
CCc1ccc(NC(=S)N2CCCC2)cc1	96	0.0	-5	-5	3	-1	-3	-2	5	-3.0
C[C@@H]1CN([C@H](C)CO)C(=O)CCCn2cc(nn2)CO[C@H]1CN(C)C(=O)Nc1ccc(C(C)(C)C)cc1	99	-0.3	2	-3	x	x	-14	0	3	x
Cc1ccc(NC(=O)c2c(C)nc3sc(C(=O)NC4CCCC4)c(N)c3c2-c2ccco2)c(C)c1	101	-0.5	21	-4	-2	19	-3	1	7	2.7
CCCc1cc(=O)oc2cc(OCC(=O)N3CCOCC3)c(Cl)cc12	98	-0.1	6	-2	7	4	1	1	-3	-2.3
CC(C)(C)c1ccc(C(=O)N2CCC2(C)C(=O)NCc2cccs2)cc1 (stereo unspecified)	102	0.2	-8	-6	-3	4	-31	2	3	0.2
CC1CN(S(=O)(=O)c2ccccc2)C(C)CN1S(=O)(=O)c1ccccc1 (stereo unspecified)	106	0.0	-1	-4	-4	17	13	-2	1	-0.1
CSc1cc(C)nc(NC(C)=O)n1	101	0.0	1	x	-4	4	-3	2	5	0.7
O=C1c2ccccc2C(c2nnnn2-c2ccc3c(c2)OCCO3)N1C1CC1 (stereo unspecified)	98	0.6	x	-7	x	x	x	x	4	x
COc1ccc(-n2c(COc3ccc4c(c3)OCO4)nnc2SCC(=O)O)cc1	97	-0.3	-19	-5	12	-4	-3	0	1	-3.0
COC(=O)C(Cc1ccccc1)NC(=O)CCCC(=O)NCc1cccc(OC)c1 (stereo unspecified)	101	-0.1	-4	-5	1	18	-2	1	-2	0.8

3 compounds from above, sorted by the number in HTR2A ag, descending.
smiles	ABCB6 inh MLPCN	aDG glyco up	CaV13 ICDI inh	PDI turbidity	MC4R antagonist	Vif imaging	Glyco luc inh	HTR2A ag	MC4R barr agon
C=CCSCC1Nc2cc(Cl)c(S(N)(=O)=O)cc2S(=O)(=O)N1 (stereo unspecified)	103	0.0	-5	-3	-1	-2	0	8	-1.0
O=C(N/C(=C\c1ccc(F)cc1)C(=O)N1CCOCC1)c1ccccc1	92	-0.1	-3	-3	8	-2	-1	3	-0.7
CCC(=O)c1ccc(OCC(=O)OCC(=O)N(C)CC(=O)Nc2ccc(F)cc2)cc1	95	0.0	-6	-15	23	-10	2	-3	-2.6

Shown field by field: entries from further up.
COC(=O)C(Cc1ccccc1)NC(=O)CCCC(=O)NCc1cccc(OC)c1 (stereo unspecified)
- ABCB6 inh MLPCN: 101
- aDG glyco up: -0.1
- H9c2 protect: -4
- CaV13 ICDI inh: -5
- PDI turbidity: 1
- MC4R antagonist: 18
- Vif imaging: -2
- Glyco luc inh: 1
- HTR2A ag: -2
- MC4R barr agon: 0.8
CC(C)CC1C(=O)N(Cc2cn(CC3CCCCC3)nn2)CCS(=O)(=O)N1Cc1ccc(-c2ccncc2)cc1 (stereo unspecified)
- ABCB6 inh MLPCN: 101
- aDG glyco up: 1.5
- H9c2 protect: 8
- CaV13 ICDI inh: -3
- PDI turbidity: -13
- MC4R antagonist: 4
- Vif imaging: -6
- Glyco luc inh: 6
- HTR2A ag: 2
- MC4R barr agon: 0.5

From PubChem BioAssay
